# Source: PubChem BioAssay (several laboratories)
# CR mimetic SO = caloric restriction mimetics inhibiting age-related superoxide in yeast. actives 0.18% (n = 330,000). S. cerevisiae aged cells, superoxide DHE fluorescence; stronger effect = lower value. superoxide response (% of plate mean), % at 10 µM. AID 2690;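 active means superoxide response under a set limit, about three screen SD below normal, cut at about 65% in these data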;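 further: yeast aged for seven days with compound at 30 °C before DHE staining; 100% = average MFI of all compound-treated wells on the plate with controls excluded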
# AHR activator = activates the human aryl hydrocarbon receptor. actives 2.5% (n = 320,000). AHR-responsive luciferase reporter cells, luminescence. AID 2796. P35869. activation, % at 5 µM; in the data active means activation above about 47%;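 further: 0% = vehicle wells and 100% = reference agonist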
# proCasp7 act = activates human procaspase-7, counter-screen for procaspase-3 activators; P55210; recombinant procaspase-7, Ac-DEVD-pNA absorbance 405 nm; D23A/D198A/D206A triple mutant, cannot self-cleave; scale: DMSO 0, 5 µM enzyme 100; activation, % at 8.5 µM; actives 0.093% (n = 330,000); AID 463210;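 active means percent activation above the screen-wide mean plus 3 SD, cut at about 25% in these data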
# Target sequence (P55210 whole entry D23A/D198A/D206A): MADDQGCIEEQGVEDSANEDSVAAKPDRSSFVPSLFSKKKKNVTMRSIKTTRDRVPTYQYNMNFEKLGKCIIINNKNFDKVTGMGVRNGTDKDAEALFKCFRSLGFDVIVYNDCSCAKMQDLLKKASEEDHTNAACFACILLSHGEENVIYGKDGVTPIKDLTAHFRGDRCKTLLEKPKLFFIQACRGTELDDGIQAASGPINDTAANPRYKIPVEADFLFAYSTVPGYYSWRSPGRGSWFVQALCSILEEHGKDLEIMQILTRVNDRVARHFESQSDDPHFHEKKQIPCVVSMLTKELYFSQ
#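 Material: Procaspase-7 triple mutant (PC-7 D3A) | Quantity: 2 µM procaspase-7 mutant as dispensed | Reagent: DEVD-pNA substrate | Times: 1 h preincubation, 2 h reaction | Technique: 405 nm absorbance of p-nitroaniline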
# MEP2-GFP yeast = yeast TOR pathway MEP2-GFP modulation; S. cerevisiae MEP2-GFP strain, flow cytometry GFP, 3 h; 100% = DMSO control level; GFP response vs DMSO, % at 10 µM; actives 0.51% (n = 330,000); AID 2016;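 active means GFP response versus DMSO above a set limit, roughly screen mean plus 3 SD, cut at about 180% in these data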;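 further: median GFP fluorescence of the barcode-gated MEP2-GFP cells per well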
# LAP4-GFP MLPCN = alters LAP4-GFP fluorescence in TOR pathway yeast screen. S. cerevisiae LAP4-GFP multiplex, flow cytometry GFP, 3 h; median GFP as percent of DMSO wells. GFP response vs DMSO, % at 10 µM. actives 0.34% (n = 320,000);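 active means GFP response vs DMSO above a set limit, about the screen mean plus 3 SD, cut at about 150% in these data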
# GASC-1 inh = blocks human GASC-1 demethylase activity | inhibition, % at 2.35 µM | Q9H3R0 | actives 0.069% (n = 330,000) | GST-JMJD2C(1-420) H3K9me3 demethylation, DELFIA europium;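 active means more than half of a compound's replicate wells show inhibition beyond 50%, single wells judged on their own value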;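 further: signal counts dimethyl H3K9 product captured on neutravidin plate; 0% = median of DMSO wells and 100% = 0.3 times that DMSO median; strong numbers were not always called active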
# Target sequence (Q9H3R0 1-420 limits assumed): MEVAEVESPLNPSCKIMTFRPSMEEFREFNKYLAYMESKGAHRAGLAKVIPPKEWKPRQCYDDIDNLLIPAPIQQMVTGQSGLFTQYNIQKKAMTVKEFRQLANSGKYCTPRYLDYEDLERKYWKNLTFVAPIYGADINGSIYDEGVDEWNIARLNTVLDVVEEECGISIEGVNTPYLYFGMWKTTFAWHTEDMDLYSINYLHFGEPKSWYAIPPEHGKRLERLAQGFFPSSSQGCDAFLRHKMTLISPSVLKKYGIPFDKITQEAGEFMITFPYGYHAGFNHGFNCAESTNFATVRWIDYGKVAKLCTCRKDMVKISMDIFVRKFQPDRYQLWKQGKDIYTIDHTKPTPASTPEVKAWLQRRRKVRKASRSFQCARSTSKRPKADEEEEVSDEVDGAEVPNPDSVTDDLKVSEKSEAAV
# RPL19A TOR yeast = modulators of TOR pathway RPL19A-GFP in S. cerevisiae. S. cerevisiae RPL19A-GFP strain, flow cytometry, 3 h; stronger effect = lower value. percent response vs DMSO, % at 10 µM. actives 0.3% (n = 330,000). AID 2025;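 active means percent response vs DMSO below 50%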;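 further: median channel GFP fluorescence of the barcoded RPL19A-GFP strain; ratio of sample median GFP to plate DMSO average so 100% = DMSO; lower means less RPL19A-GFP as with rapamycin TOR inhibition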
# procasp3 activ = procaspase-3 (human) activation. recombinant procaspase-3 D3A, Ac-DEVD-pNA absorbance 405 nm. activation, % at 8.5 µM. actives 0.11% (n = 330,000). AID 463141;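 active means activation above the mean of all tested compounds plus 3 SD, cut at about 21% in these data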;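 further: 0% = DMSO alone and 100% = DMSO wells spiked with extra 5 µM PC-3 D3A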
# Target sequence (P42574 whole entry D9A/D28A/D175A): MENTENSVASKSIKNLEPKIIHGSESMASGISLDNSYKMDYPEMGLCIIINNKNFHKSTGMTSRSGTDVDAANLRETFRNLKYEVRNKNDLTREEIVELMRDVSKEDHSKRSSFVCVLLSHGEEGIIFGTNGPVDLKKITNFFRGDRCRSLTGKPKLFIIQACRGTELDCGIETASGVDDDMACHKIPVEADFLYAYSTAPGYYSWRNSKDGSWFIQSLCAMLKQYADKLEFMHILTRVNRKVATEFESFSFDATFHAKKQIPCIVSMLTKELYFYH
#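 Assay system – Procaspase-3 D3A mutant, all three cleavage aspartates alanine · Controls – DMSO-only low control, 5 µM PC-3 D3A high control · Schedule – 1 h compound preincubation, 2 h substrate hydrolysis at 25 °C · Signal – 405 nm absorbance of p-nitroaniline, reads at 0 and 120 min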
# An asterisk follows results filed as active; nt = no result given; & = joins results of further samples.
SMILES,CR mimetic SO,AHR activator,proCasp7 act,MEP2-GFP yeast,LAP4-GFP MLPCN,GASC-1 inh,RPL19A TOR yeast,procasp3 activ
Cc1ccc(N2CC(NC(=O)C3CC3)CC2=O)cc1 (stereo not drawn),98,-1,2,102,101,-7,102,2
Cc1ccc(NC(=O)CC2SC(=O)N(c3ccccc3)C2=O)cc1 (stereo not drawn),107,15,-25,93,153*,-9,91,-24
COc1ccccc1CCC(=O)OCC(=O)NCc1ccc(OC)c(OC)c1,88,3,4,102,94,0,101,2
CC(C)[C@H](NC(=O)c1cccc(S(=O)(=O)N2CCOCC2)c1)C(=O)Nc1nccs1,99,-2,-5,100,96,2,97,8
Cc1cc(C(=O)Nc2cccnc2)cs1,114,1,11,99,101,-47,96,4
Cc1ccc(-c2csc(Nc3ccccc3)[n+]2CCc2ccccc2)cc1,101,1,-12,97,108,0,94,0
CCOc1ccc(C(=O)Nc2cc(C)on2)cc1,129,8,9,96,102,-1,95,3
Cc1nc(CS(=O)(=O)c2ccc(Cl)cc2)sc1C(=O)O,113,-1,3,88,nt,17,99,-5
Cc1cc(NCCC(C)C)n2nc(C)c(-c3ccccc3)c2n1,112,7,6,103,102,0,102,-9
COc1ccc(C(=O)NCCCOc2cccnc2)cc1OC1CCN(C(C)=O)CC1,103,0,1,102,101,-3,109,4
O=C(N/C(=C/c1ccccc1Cl)C(=O)N1CCCCC1)c1ccco1,97,6,3,90,101,3,87,-2
Cc1c(N2C(=O)/C(=C3\C(=O)N(CC(=O)O)c4ccccc43)SC2=S)c(=O)n(-c2ccccc2)n1C,97,3,-33,95,102,22,94,-21
c1cncc(CNc2ncnc3sc4c(c23)CCCC4)c1,74,14,-2,89,96,-22,92,0
Cc1[nH]c(=O)[nH]c(=O)c1S(=O)(=O)Nc1ccc(F)cc1Cl,96,nt,nt,101,90,5,101,nt
O=C(NCc1cccs1)C(=O)c1cn(CC(=O)N2CCOCC2)c2ccccc12,99,2,8,99,107,-7,99,-1
O=C(CN(C(=O)CSc1nc2ccccc2o1)c1ccccc1)NC1CCCCC1,89,-1,-2,101,99,4,99,1
CCSc1nnc(NC(=O)C2CCCCC2C(=O)OCC(F)(F)C(F)F)s1 (stereo not drawn),105,-1,4,97,92,7&12,101,9
O=C(Cc1cccs1)Nc1nncs1,100,3,5,102,89,0,98,-1
O=C(O)CC(CP(=O)(c1ccccc1)c1ccccc1)C(=O)O (stereo not drawn),106,0,8,105,98,-6,98,5
Cc1ccccc1-c1nc2ccccc2c(=O)n1C1CCS(=O)(=O)C1 (stereo not drawn),103,1,12,97,92,-12,95,7
CC1CN(S(=O)(=O)c2ccc(Cl)c(S(=O)(=O)N3CC(C)OC(C)C3)c2)CC(C)O1 (stereo not drawn),97,0,-2,100,101,-15,95,13
CN(C)C(=O)C(OC(=O)c1ccc2c(c1)CCCC2)c1ccccc1 (stereo not drawn),96,-1,-3,101,105,1,104,5
CC(=O)c1ccc(N2CCN(C(=O)C(=O)c3cn(CC(=O)N4CCCCCC4)c4ccccc34)CC2)cc1,101,7,-1,101,87,-3,104,4
O=C(COc1cccnc1[N+](=O)[O-])NCc1ccccc1,115,4,-14,100,88,-22,100,-1
Cc1cccc(-n2c(C)cc(/C=N/NC(=O)c3ccc(CN4CCOCC4)cc3)c2C)c1,83,-1,-5,108,92,7,95,5
CCOC(=O)c1nnn(-c2nonc2N)c1CN1CCc2ccccc2C1,108,5,8,104,96,5,106,3
COc1ccc(OC)c(CC(=O)Nc2cc(S(=O)(=O)N3CCCCC3)ccc2C)c1,99,1,5,102,98,6,101,4
COc1ccc(CNC(=O)C2CCCN(S(=O)(=O)c3cnc[nH]3)C2)cc1 (stereo not drawn),110,-1,6,139,109,-16,103,5
CCOc1ccccc1C(=O)NCCCCCC(=O)O,103,-1,-8,100,104,0,101,7
CC(=O)Nc1cccc2c1OCCO2,102,0,2,102,93,9,103,1
COc1ccc(OC)c(-n2c(-c3cccc(O)c3)n[nH]c2=S)c1,103,-1,-12,97,84,7,96,-1
O=C(N/N=C/c1ccc(Cl)cc1Cl)c1ccc2nc[nH]c2c1,101,9,3,96,100,3,97,1
O=C(CNC(=O)c1ccc2c(c1)OCO2)Nc1ncccc1O,135,4,6,96,96,-5,91,8
COCCN1C(=O)N[C@@H](c2cccc(C(F)(F)F)c2)[C@@H](C(=O)OC)[C@H]1C,105,-1,7,99,135,10,99,2
CC(=O)N1CCN(c2cc(N3CCc4ccccc4C3)c(F)cc2[N+](=O)[O-])CC1,152,3,-31,98,98,-2,94,6
COc1ccc(CCNC(=O)CSc2nc(=O)n3cc(C)ccc3n2)cc1OC,92,-3,11,91,97,-2,91,-5

# Part of the list above, with values under each structure.
# The line under a structure holds: CR mimetic SO | AHR activator | proCasp7 act | MEP2-GFP yeast | LAP4-GFP MLPCN | GASC-1 inh | RPL19A TOR yeast | procasp3 activ
O=C(NCc1cccs1)C(=O)c1cn(CC(=O)N2CCOCC2)c2ccccc12
    99 | 2 | 8 | 99 | 107 | -7 | 99 | -1
O=C(CN(C(=O)CSc1nc2ccccc2o1)c1ccccc1)NC1CCCCC1
    89 | -1 | -2 | 101 | 99 | 4 | 99 | 1
CCSc1nnc(NC(=O)C2CCCCC2C(=O)OCC(F)(F)C(F)F)s1 (stereo not drawn)
    105 | -1 | 4 | 97 | 92 | 7&12 | 101 | 9
O=C(Cc1cccs1)Nc1nncs1
    100 | 3 | 5 | 102 | 89 | 0 | 98 | -1
O=C(O)CC(CP(=O)(c1ccccc1)c1ccccc1)C(=O)O (stereo not drawn)
    106 | 0 | 8 | 105 | 98 | -6 | 98 | 5
Cc1ccccc1-c1nc2ccccc2c(=O)n1C1CCS(=O)(=O)C1 (stereo not drawn)
    103 | 1 | 12 | 97 | 92 | -12 | 95 | 7
CC1CN(S(=O)(=O)c2ccc(Cl)c(S(=O)(=O)N3CC(C)OC(C)C3)c2)CC(C)O1 (stereo not drawn)
    97 | 0 | -2 | 100 | 101 | -15 | 95 | 13
CN(C)C(=O)C(OC(=O)c1ccc2c(c1)CCCC2)c1ccccc1 (stereo not drawn)
    96 | -1 | -3 | 101 | 105 | 1 | 104 | 5
CC(=O)c1ccc(N2CCN(C(=O)C(=O)c3cn(CC(=O)N4CCCCCC4)c4ccccc34)CC2)cc1
    101 | 7 | -1 | 101 | 87 | -3 | 104 | 4
O=C(COc1cccnc1[N+](=O)[O-])NCc1ccccc1
    115 | 4 | -14 | 100 | 88 | -22 | 100 | -1

# Further entries:
SMILES,CR mimetic SO,AHR activator,proCasp7 act,MEP2-GFP yeast,LAP4-GFP MLPCN,GASC-1 inh,RPL19A TOR yeast,procasp3 activ
COC(=O)C1CCCCN1C(=O)CCc1nnc(CCc2c[nH]c3ccccc23)o1 (stereo not drawn),99,0,-2,99,92,-7,105,-4
C=CCn1c(COc2ccccc2)nnc1SCC(=O)Nc1ccc(S(N)(=O)=O)cc1,102,-3,1,90,85,1&-6,88,-4
O=C(NC1CCCCCC1)c1cc2c(=O)n3ccccc3nc2s1,101,-11,8,114,92,8,104,11
CCc1cccc(C)c1NC(=O)Cc1ccsc1,104,-3,5,106,98,0,104,-14
CCN(CC(=O)Nc1ccc(Cl)c(S(=O)(=O)N(C)C)c1)CC(=O)NC(C)C,103,3,-9,102,102,-7,99,-10
CN1CCN(C(=O)c2ccc3c(=O)n(Cc4ccc(Cl)cc4)c(=S)[nH]c3c2)CC1,103,1,1,109,98,-7,105,-2
O=C(O)Cn1c(SCc2ccccc2)nc2ccccc21,120,0,-8,100,100,8,98,-2
CCN(CC)C(=O)Cc1cc(C(=O)O)c2ccccc2n1,117,2,-4,92,96,9,98,2
COc1ccc(-c2csc3ncnc(Nc4ccc(O)cc4)c23)cc1,95,1,1,102,108,10,99,0
COC(=O)c1cc(=O)nc2scc(C)n12,114,-1,10,100,119,-13,102,5
CSc1nc(-c2ccccc2)cc(C(F)(F)F)c1C#N,91,25,8,108,99,-3,102,-5
O=C(CNC(=O)c1ccc(Cl)cc1Cl)OCCCn1c(=O)[nH]c2ccccc21,105,-2,-5,98,109,5,101,-4
COc1ccc(N2CCN(c3ncnc4sc(C(=O)NCC5CCCO5)c(C)c34)CC2)cc1 (stereo not drawn),102,0,7,101,82,0,96,-4
C/C(CC(=O)Nc1ccc(F)cc1)=N\NC(=O)c1ccccn1,92,3,-2,98,95,6,101,-4
O=C(COC(=O)COc1ccccc1)Nc1ccc(S(=O)(=O)N2CCOCC2)cc1,108,0,-3,105,109,8,100,5
C[C@@H](C(=O)N[C@@H](Cc1c[nH]c2ccccc12)C(=O)O)n1nnc2ccccc2c1=O,96,5,5,111,104,4,97,0
COc1ccc(S(=O)(=O)N2CCCCC2)cc1C(C)C,86,0,-7,95,103,1,92,-4
CCOC(=O)/C(=N/Nc1ccc(C)cc1)S(=O)(=O)c1ccc(Cl)cc1,96,1,-11,99,124,6,93,-3
COc1ccc(S(=O)(=O)N(C)C[C@H]2Oc3c(NS(=O)(=O)c4ccc(F)cc4)cccc3C(=O)N([C@H](C)CO)C[C@@H]2C)cc1,95,0,19,95,93,5,93,2
CCC(=O)NNC(=O)Cc1c(C)n(C(=O)c2ccc(Cl)cc2)c2ccc(OC)cc12,98,3,-11,97,101,2,96,4
O=C(NCC1CCCO1)c1nn2c(C(F)(F)F)cc(-c3ccco3)nc2c1Cl (stereo not drawn),93,-4,0,103,105,6,101,3
CCOc1ncccc1C(=O)OCc1csc(CC(=O)Nc2ccccc2C)n1,99,1,4,88,101,nt,95,6
N=c1oc2ccccc2cc1-c1nc2ccccc2c(=O)[nH]1,106,12,-5,95,100,-16,99,9
COC(=O)Cc1[nH]nc2c1C(c1c[nH]c3ccccc13)C(C#N)=C(N)O2 (stereo not drawn),100,41,12,111,104,-5,98,18
Cc1ccc(NC(=O)CNC(=O)c2cccc(Cl)c2)nc1,106,4,8,105,109,4,101,1
Cc1ccc(-c2cc(C(=O)NCc3ccco3)no2)cc1,91,1,8,94,100,18,99,-4
CC(C)CCNC(=O)CCNS(=O)(=O)c1ccc(Cl)cc1,88,1,18,103,113,-3,99,7
C=C(C)CSc1nc2nc(C)c(Br)cc2[nH]1,94,20,7,110,104,4,103,-5
COc1ccc(C2C(C#N)=C(N)Nc3onc(C(C)(C)C)c32)c(OC)c1 (stereo not drawn),91,-1,10,115,113,7,99,-5
Nc1nc(CN2CCOCC2)cs1,108,3,2,100,98,0,98,5
NS(=O)(=O)c1ccc(N=NN2CCCCC2)cc1,116,9,4,101,106,-22,99,3
O=C(O)C1=C[C@H](c2ccc(Br)cc2)C[C@H](OCCCCO)O1,87,4,-2,101,108,20,109,0
COc1ccc(N=Cc2c(O)n(-c3cccc(C)n3)c(=O)c3ccccc23)cc1,88,-7,1,113,100,-13,108,0
COc1ccccc1CN1C[C@@H]2C[C@@H](c3cccc(O)c3)N3CCC[C@@]23C1=O,113,-1,5,109,95,-4,106,1
CC(C)COC(=O)n1c(=O)oc2ccc(S(=O)(=O)N3CCCCC3)cc21,93,1,0,96,98,-3,101,1
O=C(Cc1ccc(Br)cc1)NCCc1ccc(F)cc1,96,0,10,99,95,-5,107,0
CCC(=O)Nc1cc(-c2cc3ccccc3oc2=O)ccc1OC,95,17,4,101,103,2,92,4
Cc1ccc2c(C(=O)CSc3ccccc3)c(C)[nH]c2c1,109,58*,-6,101,103,-13,108,0
Cc1cccc(N(C)C(=O)C2CCCN2S(=O)(=O)c2cccc3nsnc23)c1 (stereo not drawn),108,-1,0,96,97,8,96,3
